Screens: PubChem, several laboratories
Arrestin-AP2 inh: blocks beta-arrestin peptide binding to AP2 adaptin | FITC-arrestin peptide / GST-AP2 beads, flow cytometry; AP2 beta2 appendage carries R879A mutation | 340,000 tested, 0.31% active | AID 504490 | inhibition, % at 10 µM;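 active = inhibition above a set limit, near 3 SD of compounds lacking own fluorescence, cut at about 54% in these data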;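 note: plate controls were DMSO wells for no effect and 5 µM unlabelled arrestin peptide for full effect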
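Test system: GST-tagged AP2 beta2-adaptin appendage (R879A) on 4 µm glutathione beads; also added: fluorescein-tagged arrestin peptide at 50 nM final; timing: 12 min plus 1 h, RT; signal: flow cytometry, FL1 (488/535 nm); read-out: percent drop in bead-associated FITC signal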
NSD2 HMT inh: NSD2 (human) methyltransferase inhibition | inhibition, % at 12.5 µM | AID 743445 | NSD2 peptide methylation, AlphaScreen, 120 min | 310,000 tested, 0.54% active | O96028; in the data active = inhibition above about 50%
Target sequence (O96028 whole entry, looked up): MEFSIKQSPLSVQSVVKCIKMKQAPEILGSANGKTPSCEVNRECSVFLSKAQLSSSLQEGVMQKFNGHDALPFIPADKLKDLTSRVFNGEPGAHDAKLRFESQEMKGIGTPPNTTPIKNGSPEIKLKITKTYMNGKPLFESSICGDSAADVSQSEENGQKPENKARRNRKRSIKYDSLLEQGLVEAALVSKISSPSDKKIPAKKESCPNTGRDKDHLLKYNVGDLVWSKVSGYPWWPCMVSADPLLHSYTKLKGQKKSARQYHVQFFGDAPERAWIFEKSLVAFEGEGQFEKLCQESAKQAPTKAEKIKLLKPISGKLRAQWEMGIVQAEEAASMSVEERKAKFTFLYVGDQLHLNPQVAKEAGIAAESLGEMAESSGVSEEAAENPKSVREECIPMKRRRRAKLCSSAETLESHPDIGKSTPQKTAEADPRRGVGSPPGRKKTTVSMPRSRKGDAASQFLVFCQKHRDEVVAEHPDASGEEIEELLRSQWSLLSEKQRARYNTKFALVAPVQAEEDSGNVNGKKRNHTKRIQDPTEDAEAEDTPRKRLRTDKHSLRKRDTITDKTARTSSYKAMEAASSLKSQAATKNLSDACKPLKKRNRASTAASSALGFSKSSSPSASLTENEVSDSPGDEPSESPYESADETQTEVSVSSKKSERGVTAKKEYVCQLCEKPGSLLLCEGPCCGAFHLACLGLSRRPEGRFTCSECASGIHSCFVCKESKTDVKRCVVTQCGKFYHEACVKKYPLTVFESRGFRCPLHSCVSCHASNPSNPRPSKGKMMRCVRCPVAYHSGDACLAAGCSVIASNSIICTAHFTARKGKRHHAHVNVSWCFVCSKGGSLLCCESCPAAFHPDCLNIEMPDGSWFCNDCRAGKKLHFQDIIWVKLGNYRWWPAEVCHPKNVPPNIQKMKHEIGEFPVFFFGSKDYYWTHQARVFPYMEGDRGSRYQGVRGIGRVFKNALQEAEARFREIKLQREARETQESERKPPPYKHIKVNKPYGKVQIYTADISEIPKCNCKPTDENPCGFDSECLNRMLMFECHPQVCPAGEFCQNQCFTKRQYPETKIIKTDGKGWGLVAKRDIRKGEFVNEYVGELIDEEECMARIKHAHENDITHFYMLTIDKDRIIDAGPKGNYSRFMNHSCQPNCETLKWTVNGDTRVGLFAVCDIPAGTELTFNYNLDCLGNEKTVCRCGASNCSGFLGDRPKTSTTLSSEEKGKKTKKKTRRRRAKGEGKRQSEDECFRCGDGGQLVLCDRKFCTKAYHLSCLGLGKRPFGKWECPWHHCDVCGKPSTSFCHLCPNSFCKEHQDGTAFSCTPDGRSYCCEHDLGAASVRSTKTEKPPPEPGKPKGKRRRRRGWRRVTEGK
RTF Ca sens inh: cardiac RTF calcium desensitization | AID 493244 | IANBD-labeled cardiac RTF, Ca2+ fluorescence | P19429+P45379 | inhibition, % at 7.15 µM | 340,000 tested, 0.12% active;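 active = inhibition above the mean inhibition of all tested compounds plus 3 SD, cut at about 17% in these data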;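 note: assay run at fixed EC70 calcium of 1.6 mM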
DAGLB inhibitor: blocks human DAGLB lipase activity | HEK293T DAGLB membrane lysate, EnzChek fluorogenic substrate | Q8NCG7 | inhibition, % at 5.17 µM | 340,000 tested, 0.059% active | AID 504411; in the data active = inhibition above about 34%;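 note: 0% = enzyme with vehicle and 100% = wells lacking enzyme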
Keap1-Nrf2 PPI: disrupts human Keap1 binding to Nrf2 peptide; Q14145; Keap1 Kelch-Nrf2 peptide fluorescence polarization, 1536-well; inhibition, % at 9.4 µM; 340,000 tested, 0.15% active; AID 504523; in the data active = inhibition above about 12%;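 note: human Keap1 Kelch domain with fluorescein labeled Nrf2 9mer peptide probe; 0% = neutral control wells and 100% = peptide positive control; higher means more block of Keap1 binding to Nrf2 peptide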
SR-BI uptake up: activators of SR-BI mediated HDL lipid uptake; 320,000 tested, 0.096% active; CHO ldlA[mSR-BI] cells, DiI-HDL uptake fluorescence, 3 h; 100 = double the neutral-control signal; activation, % at 12.5 µM; AID 504775;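 active = mean replicate activation of at least 60% and every replicate at or above 60%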;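 note: 0% = median plate neutral-control signal and 100% = twice that signal; values of inactives mirror those of a sister screen read the other way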
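material = CHO ldlA[mSR-BI] cells | medium = Ham's F12 with 0.5% BSA, HEPES 25 mM, pH 7.4 | reagent = fluorescent DiI-HDL, 10 µg/mL final | compound dosing = single-point compound dose | incubation = 3 h, 37 °C | measured by = bottom-read fluorescence, 550/595 nm | measure = HDL uptake via cellular fluorescence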
PvdQ acylase: blocks Pseudomonas aeruginosa PvdQ acylase activity; purified PvdQ acylase, fluorescence plate reader; inhibition, % at 10 µM; 340,000 tested, 0.063% active; AID 488965; in the data active = inhibition above about 30%, passing the limit was not always enough;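 note: 0% = vehicle neutral wells and 100% = reference inhibitor wells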
PKA-R2B activ: PKA-R2B complex activation | P22694+P31323 | PKA-R2B holoenzyme dissociation, Cy5-IP20 fluorescence polarization; R2B truncated from residue 108, S112A mutant; 0% DMSO only, 100% 113 µM cGMP | activation, % at 11.4 µM | 340,000 tested, 0.079% active;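 active = activation above a cutoff set at the mean over all compounds plus 3 SD, cut at about 18% in these data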;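 note: higher means more holoenzyme dissociation and a rise in polarization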
SR-BI HDL uptake: blocks mouse SR-BI lipid uptake from DiI-HDL; Q61009; 320,000 tested, 0.96% active; ldlA[mSR-BI] CHO cells, DiI-HDL uptake fluorescence, 3 h; inhibition, % at 12.5 µM;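 active = mean replicate inhibition of at least 70% and a set share of replicates each scoring 70 or more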;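 note: 0% = median of neutral control wells and 100% = median of positive control wells; values of inactives mirror those of a sister screen read the other way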
C-LANA FP: inhibitors of KSHV LANA C-terminal domain DNA binding; MBP-C-LANA/FAM-LBS DNA binding, fluorescence polarization; inhibition, % at 9 µM; 340,000 tested, 0.078% active; AID 504423;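 active = highest replicate inhibition at or above 60% at 9 µM, even if other replicates fall short; inactive = all replicates below 60% inhibition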;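 note: 0% = neutral control wells and 100% = 4 µM acridine orange control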
* hit, by the source's call; x = no result given.

SMILES	Arrestin-AP2 inh	NSD2 HMT inh	RTF Ca sens inh	DAGLB inhibitor	Keap1-Nrf2 PPI	SR-BI uptake up	PvdQ acylase	PKA-R2B activ	SR-BI HDL uptake	C-LANA FP
CC(=O)Nc1ccc(S(=O)(=O)N2CCC(C(=O)N[C@@H](Cc3ccccc3)C(=O)O)CC2)cc1	31	-1	0	-2	2	2	12	-2	-2	-1.2
CCCCCCCC(=O)OCC(=O)[C@@]1(O)CC[C@H]2[C@@H]3CCC4=CC(=O)CC[C@]4(C)[C@H]3[C@@H](O)C[C@@]21C	9	x	7	-4	0	19	-3	-9	-9	-1.0
Cc1cccc(C)c1NC(=O)Cn1nc(C)n2cccc2c1=O	-7	-1	-1	1	-2	x	-7	-2	-31	0.7
O=C(c1ccc(Cl)c(S(=O)(=O)Nc2ccc(F)cc2)c1)N1CCN(c2ccccn2)CC1	18	0	-2	2	-3	-34	-4	2	34	-0.8
O=C(Cc1c(Cl)cccc1Cl)Nc1ccncc1Cl	1	0	-4	-1	-3	0	-10	-3	0	-0.3
COc1cccc(NC(=O)CN(C)C(=O)Cc2cccc3ccccc23)c1	-2	0	4	1	2	14	-12	2	-14	-1.2
CC(=O)NC1CCC(OC(=O)Nc2ccccc2)CC1 (centres undefined)	2	2	-10	-1	1	-4	-6	-4	4	4.1
COc1ccc(C(=O)c2ccccc2CN2C(=O)c3ccccc3C2=O)cc1	5	-2	-3	-3	3	-10	-7	-1	10	1.1
CCn1cc(Cl)c(C(=O)NNC(=O)CCn2cc([N+](=O)[O-])cn2)n1	-3	-1	-8	0	0	15	16	5	-15	0.3
COc1ccc(CN2CCN(S(=O)(=O)c3ccc(F)cc3)CC2)cc1OC	4	0	5	0	4	15	-6	-8	-15	16
CCCNc1nc(C)cc(-c2cc(-c3ccc(Cl)cc3)on2)n1	1	x	2	-4	0	-36	-10	-3	36	1.1
C=CCSc1nc(O)c(CC)c(=O)n1C(C)CC (centres undefined)	4	0	-1	-3	1	30	-5	-5	-30	-1.0
CN1C(=O)N(C)C2C1N(C)S(=O)(=O)N2C (centres undefined)	2	-1	-6	-2	4	20	-11	-5	-20	1.5
Oc1c(C(c2ccc(Cl)cc2)N2CCCC2)cc(Cl)c2cccnc12 (centres undefined)	30	9	0	-7	-4	12	-4	-3	-12	-0.6
Oc1ccc2oc3c(c2c1/C=N/n1cnnc1)CCCC3	0	2	-7	0	4	29	-10	4	-29	-0.5
CC#Cc1cc2c(cc1O)CCC1C2CCC2(C)C(O)CCC12 (centres undefined)	1	-1	-9	2	-7	-10	-17	-3	10	1.3
O=C(CSc1ccc(-c2nc3ccccc3[nH]2)cn1)Nc1ccc2c(c1)OCCO2	7	-3	21*	-1	-2	-6	-1	4	6	1.0
CCOC(=O)[C@H]1[C@H]2COc3ccc(Cl)cc3[C@@H]2N2C(=O)CN(Cc3ccc(C)cc3)C(=O)[C@@]12C	2	x	-4	-4	-7	5	7	-1	1	0.1
COc1ccccc1C(=O)N1CCN(C(=O)c2ccncc2)CC1	-6	-3	-3	-2	-2	-20	-5	-5	20	0.3
Cc1ccc(NC2=NCC(=O)N2Cc2ccc3c(c2)OCO3)cc1	-2	0	-9	-1	-2	6	-11	-12	-6	-0.2
CC(C)OCCCNC(=O)C1CCN(S(=O)(=O)N2CCCC2)CC1	6	-1	3	-4	-2	8	-16	-1	-8	0.8
Cc1cccc(N(CC(=O)NC(C)(C)C)C(=O)CS(=O)CC(=O)Nc2ccc(F)cc2)c1 (centres undefined)	3	-4	-8	-1	-6	4	-9	-4	-4	0.5
Cc1ccc(-n2nnnc2SCC(=O)Nc2sc(C)c(C)c2C#N)cc1C	-7	1	2	-2	-3	-20	-5	14	20	-0.3
N#CCC(=O)N/N=C/c1cccc(Oc2ccccc2)c1	17	-5	3	-3	-7	12	-10	-8	-12	-0.7
O=C(COC(=O)Cc1ccccc1F)NNC(=O)c1ccc(Cl)cc1	1	-11	-7	-1	0	0	-10	0	0	1.5
More results follow:
SMILES	Arrestin-AP2 inh	NSD2 HMT inh	RTF Ca sens inh	DAGLB inhibitor	Keap1-Nrf2 PPI	SR-BI uptake up	PvdQ acylase	PKA-R2B activ	SR-BI HDL uptake	C-LANA FP
COc1ccc(-n2c(SCC(=O)c3c(N)n(C)c(=O)n(C)c3=O)nc3ccccc32)cc1	24	x	4	-3	-4	-4	7	-11	4	-0.4
CCN(CC)C(=O)C(=O)c1cn(CC(=O)NCc2ccc3c(c2)OCO3)c2ccccc12	-7	x	-8	0	1	-7	-4	-6	7	-1.7
NC(=O)NOCc1c(F)cccc1Cl	10	-2	x	x	-1	4	-14	x	-4	-0.5
COc1cc(C)c(CN2CCN(C(C)C(=O)NC(C)c3ccccc3)CC2)cc1OC (centres undefined)	22	3	-7	-1	0	25	-7	3	-24	-0.5
COc1ccc(-c2sc3cc4c(cc3c2C#CC2(O)CCCCC2)OCO4)cc1	-3	x	6	-7	-1	-66	-4	-16	66	-1.5
COc1ccccc1NC(=O)C1CCN(S(=O)(=O)c2cccc3nonc23)CC1	-7	5	-15	1	-5	x	-6	5	x	3.2
Cc1ccc(-c2nnc(CSc3nncn3N)o2)cc1	12	-2	2	0	-2	0	11	5	0	1.0
O=C(O)/C(=C\c1ccco1)NC(=O)c1cccc2ccccc12	11	-4	-1	1	-6	27	-17	-3	-27	10
O=C(N/N=C/c1ccsc1)c1ccc2ccccc2n1	-3	-5	-3	-4	-1	-26	-8	4	26	-0.8
CC(=O)c1cnc2c(-c3ccccc3)c(C(F)(F)F)nn2c1C	41	-7	7	-1	2	-23	3	-3	23	0.6
COc1ccc(-c2csc3ncnc(N4CCN(S(=O)(=O)c5ccccc5C#N)CC4)c23)cc1	1	-4	-3	-2	-9	-16	-5	-13	16	-1.0
COC(=O)c1scc2c(=O)cc(C(F)(F)F)[nH]c12	4	x	0	1	-1	-2	-7	-9	2	5.3
O=C(COc1ccccc1F)Nc1nnc(C2CCCC2)s1	-9	-1	1	3	-2	x	-10	-8	-13	0.9
COc1ccc(OC)c(NC(=O)c2cc(S(=O)(=O)N(C)C)ccc2N2CCCC2)c1	-10	1	-4	1	-4	0	-6	-1	0	-0.3
CCC(C)c1ccc(S(=O)(=O)N2CCN(CC(O)COCC3CCCO3)CC2)cc1 (centres undefined)	-4	3	10	2	x	37	8	-11	-37	x
CCCCOC(=O)n1c(=S)oc2cc(Cl)ccc21	-4	2	0	3	-1	x	-2	-10	x	0.0
Cc1ccc2nc(/C(C#N)=C\c3ccc(Oc4ccc([N+](=O)[O-])cn4)cc3)[nH]c2c1	6	-2	5	7	-5	-49	17	4	49	0.3
CC(=O)c1ccc(NC(=O)CCc2ccc(C)o2)cc1	17	4	-4	0	0	-15	12	3	15	-2.3
FC(F)(F)c1cc(Oc2ccccc2)nc(-c2ccccn2)n1	-8	-2	-3	-2	-2	-9	-12	-5	9	0.1
CCCn1nc(NS(=O)(=O)c2ccccc2)c2cc3ccccc3nc21	0	-3	-1	0	2	38	-8	0	-38	0.4
Cc1cc(C)c(C2C3=C(Nc4c2c(C)nn4-c2ccccn2)c2ccccc2C3=O)c(C)c1 (centres undefined)	5	1	-4	6	-1	-20	-3	-3	20	-1.0
O=C1C(=O)N(CCCN2CCOCC2)C(c2ccc(F)cc2)/C1=C(/O)c1ccccc1 (centres undefined)	1	-1	-13	0	0	x	-2	-8	x	-1.0
Cc1cccc(Nc2nc(N)nc(-c3oc4ccccc4c3C)n2)c1	-11	-1	13	0	-4	-12	-2	-7	12	-0.7
CCOC(=O)C(CC)n1cnc2c(cnn2-c2ccc(Cl)cc2)c1=O (centres undefined)	-1	0	7	-6	-7	13	-3	1	-13	-2.4
CCOc1ccccc1NC(=O)CCNS(=O)(=O)c1ccccc1	1	-1	-4	3	4	2	-14	2	-2	-1.5

Continued; the last three above are carried over.
SMILES	Arrestin-AP2 inh	NSD2 HMT inh	RTF Ca sens inh	DAGLB inhibitor	Keap1-Nrf2 PPI	SR-BI uptake up	PvdQ acylase	PKA-R2B activ	SR-BI HDL uptake	C-LANA FP
Cc1cccc(Nc2nc(N)nc(-c3oc4ccccc4c3C)n2)c1	-11	-1	13	0	-4	-12	-2	-7	12	-0.7
CCOC(=O)C(CC)n1cnc2c(cnn2-c2ccc(Cl)cc2)c1=O (centres undefined)	-1	0	7	-6	-7	13	-3	1	-13	-2.4
CCOc1ccccc1NC(=O)CCNS(=O)(=O)c1ccccc1	1	-1	-4	3	4	2	-14	2	-2	-1.5
O=C(Cn1c(S(=O)(=O)Cc2ccccc2)nc2ccccc21)N1CCCCC1	13	x	-2	-1	-6	26	7	-4	-26	0.1
O=C(NCc1cccc(Cl)c1)c1ccc(CS(=O)Cc2ccc(Cl)cc2)o1 (centres undefined)	-6	7	-5	-1	3	-33	-7	0	33	-0.1
COc1ccc(CCNC(=O)c2nonc2N)cc1	24	-1	12	-4	2	22	-1	-2	-22	-1.2
Cc1csc(SC(C)C(=O)Nc2ccccc2C)n1 (centres undefined)	-4	-11	-3	2	-1	-26	-14	0	26	1.9
COCCCNCC(O)C(F)(F)F (centres undefined)	11	3	-2	1	-7	15	-2	6	-15	-0.3
O=C(/C=C/c1ccc2c(c1)OCO2)N1CCN(c2ccccc2F)CC1	23	-2	-1	-4	-1	19	10	-1	-19	-1.0
Cc1sc2ncnc(SCC(=O)N3CCCCC3)c2c1C	-6	0	-4	-1	-5	-29	-15	3	29	0.8
CCOC(=O)c1ccc(NC(=O)C2CCCN(S(=O)(=O)c3ccc(F)cc3)C2)cc1 (centres undefined)	2	-5	-4	0	5	-32	-8	0	32	-0.5
CC(C)CC(=O)Nc1ccc(C(=O)COC(=O)CN2C(=O)NC3(CCCCC3C)C2=O)cc1 (centres undefined)	2	1	-2	1	0	9	-7	-5	-9	-0.5
O=C(c1cc(COc2ccc(F)cc2Cl)on1)N1CCCC(c2ccccc2)C1 (centres undefined)	6	5	3	-10	-1	3	4	-6	-3	-0.9
Cn1c(SCc2ccc(Br)cc2)nnc1-c1cccs1	21	-2	-1	0	0	-14	5	-2	14	-1.1
O=C(/C=C/c1ccccc1)OCc1cncs1	9	0	5	-2	0	10	1	-1	-10	-2.1
CN(/N=C/c1ccco1)C1=NS(=O)(=O)c2ccccc21	-1	-9	-5	-4	-4	4	-12	-4	-4	1.5
COc1cc(C(C)=O)ccc1OCC(=O)NCC1(N2CCCCC2)CCCCC1	-9	-3	2	-1	-3	-3	-14	-2	3	1.0
CCOC(=O)c1cc(=O)c2ccc(OCC(=O)Nc3ccc(F)cc3)cc2o1	-11	-3	2	-1	-2	-10	-20	5	10	-0.9
CCOC(=O)C1=C(C)N(CC(C)C)C(=O)/C1=C\c1cccs1	35	2	0	-3	3	-34	7	-6	34	0.4
